NADH coupling: inhibitors of PK/LDH coupling enzymes, profiling panel, artefact control, biochemical, MLSMR library. coupled PK/LDH NADH assays, four targets. IC50, µM (doses to about 10 µM), inactives show at the top dose inhibition. 65,000 compounds, 0.02% hits;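 active = single-dose screening hits from any of four coupled enzyme assays that gave an IC50 when retested across doses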;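 note: the DPM-DC format reads NADH fluorescence rather than 340 nm absorbance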
Her2 expr inh: inhibitors of Her2 protein expression, primary screen, SKBR-3 cells, AlphaScreen, 66K library; Receptor tyrosine-protein kinase erbB-2 (Homo sapiens), P04626; SKBR-3 HER2 protein level, 18-24 h; active compounds read low; HER2 level % of control, % at 10 µM; 65,000 compounds, 0.69% hits;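 active = HER2 level under 5% of the carrier-only control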;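 note: 100% = DMSO carrier and 0% = 500 nM PU-H71 HSP90 inhibitor; lower value means stronger loss of Her2 protein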
Hsp90 inh: tumor Hsp90 inhibitors, primary screen, cell lysate, fluorescence polarization, NCI-N417 lysate; Heat shock protein HSP 90-alpha (Homo sapiens), P07900; Cy3B-geldanamycin FP displacement; inhibition, % at 30 µM; 64,000 compounds, 0.35% hits; AID 429, 2006;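 active = inhibition above 50%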;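 note: 0% = tracer plus lysate wells and 100% = tracer alone without lysate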
M1 ag: M1 muscarinic receptor agonists, primary screen, CHO-M1 cells, Fluo-4 calcium, agonist mode | Muscarinic acetylcholine receptor M1 | Fluo-4 calcium fluorescence; active compounds read high | B-score at 10 µM | 64,000 compounds, 3% hits;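 active = fluorescence rise, raw or as B-score row- and column-corrected plate score, outside the 99.7% band of its plate's samples, either direction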
Fluor 339 460: intrinsic fluorescence of library compounds, ex339/em460 – biochemical, MLSMR library, data from DPM-DC assay, artefact control, profiling panel | 65,000 compounds, 5.5% hits | fluorescence fold increase at 10 µM | compound autofluorescence, ex339/em460 nm, NADH buffer; active compounds read high; 1 = no-compound wells, NADH background | AID 709, 2007;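 active = at 10 µM, mean starting fluorescence two-fold or more over control wells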;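 note: signal is the first read of a kinetic run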
M1 antag: antagonists of rat M1 muscarinic receptor; CHO-M1 cells, Fluo-4 calcium, ACh EC80 antagonist mode; active compounds read low; B-score at 10 µM; 64,000 compounds, 3.4% hits; AID 628, 2007;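 active = calcium fluorescence response, raw or row-and-column corrected B-score, differing from the plate sample mean either way at a set confidence level, mostly lower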
5HT1a ag: human 5-HT1a receptor agonists, primary screen, cell-based, CHO, Ga15 NFAT-bla reporter; 5-hydroxytryptamine receptor 1A (Homo sapiens), P08908; CHO 5-HT1a Ga15 NFAT-bla reporter, FRET ratio; 0% basal, 100% maximal reference agonist; 65,000 compounds, 0.56% hits; activation, % at 10 µM;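 active = activation above the screen-wide mean activation plus 3 SD, cut at about 19% in these data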;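 note: 0% = DMSO wells and 100% = 5-CT at EC100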
D1 allo mod: D1 CRE-luciferase signal change, two-sided – cell-based, HEK293 D1, dopamine EC30, D1 allosteric modulator project, primary screen. B-score at 10 µM. AID 641, 2007. 58,000 compounds, 5.9% hits. dopamine EC30 potentiation; actives deviate in either direction;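 active = luminescence count or its row- and column-corrected plate score outside the 99.7% band of the plate's sample wells, on either side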
Ec RNAP inh: E. coli RNAP inhibitors, biochemical. E. coli RNA polymerase, fluorescence transcription assay. 62,000 compounds, 0.2% hits. AID 559, 2006. inhibition, %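 (tested at 10 µM)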; in the data active = inhibition above about 20%;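 note: 0% = enzyme without compound and 100% = no enzyme blank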
Target sequence (P0A8V2 whole entry, looked up): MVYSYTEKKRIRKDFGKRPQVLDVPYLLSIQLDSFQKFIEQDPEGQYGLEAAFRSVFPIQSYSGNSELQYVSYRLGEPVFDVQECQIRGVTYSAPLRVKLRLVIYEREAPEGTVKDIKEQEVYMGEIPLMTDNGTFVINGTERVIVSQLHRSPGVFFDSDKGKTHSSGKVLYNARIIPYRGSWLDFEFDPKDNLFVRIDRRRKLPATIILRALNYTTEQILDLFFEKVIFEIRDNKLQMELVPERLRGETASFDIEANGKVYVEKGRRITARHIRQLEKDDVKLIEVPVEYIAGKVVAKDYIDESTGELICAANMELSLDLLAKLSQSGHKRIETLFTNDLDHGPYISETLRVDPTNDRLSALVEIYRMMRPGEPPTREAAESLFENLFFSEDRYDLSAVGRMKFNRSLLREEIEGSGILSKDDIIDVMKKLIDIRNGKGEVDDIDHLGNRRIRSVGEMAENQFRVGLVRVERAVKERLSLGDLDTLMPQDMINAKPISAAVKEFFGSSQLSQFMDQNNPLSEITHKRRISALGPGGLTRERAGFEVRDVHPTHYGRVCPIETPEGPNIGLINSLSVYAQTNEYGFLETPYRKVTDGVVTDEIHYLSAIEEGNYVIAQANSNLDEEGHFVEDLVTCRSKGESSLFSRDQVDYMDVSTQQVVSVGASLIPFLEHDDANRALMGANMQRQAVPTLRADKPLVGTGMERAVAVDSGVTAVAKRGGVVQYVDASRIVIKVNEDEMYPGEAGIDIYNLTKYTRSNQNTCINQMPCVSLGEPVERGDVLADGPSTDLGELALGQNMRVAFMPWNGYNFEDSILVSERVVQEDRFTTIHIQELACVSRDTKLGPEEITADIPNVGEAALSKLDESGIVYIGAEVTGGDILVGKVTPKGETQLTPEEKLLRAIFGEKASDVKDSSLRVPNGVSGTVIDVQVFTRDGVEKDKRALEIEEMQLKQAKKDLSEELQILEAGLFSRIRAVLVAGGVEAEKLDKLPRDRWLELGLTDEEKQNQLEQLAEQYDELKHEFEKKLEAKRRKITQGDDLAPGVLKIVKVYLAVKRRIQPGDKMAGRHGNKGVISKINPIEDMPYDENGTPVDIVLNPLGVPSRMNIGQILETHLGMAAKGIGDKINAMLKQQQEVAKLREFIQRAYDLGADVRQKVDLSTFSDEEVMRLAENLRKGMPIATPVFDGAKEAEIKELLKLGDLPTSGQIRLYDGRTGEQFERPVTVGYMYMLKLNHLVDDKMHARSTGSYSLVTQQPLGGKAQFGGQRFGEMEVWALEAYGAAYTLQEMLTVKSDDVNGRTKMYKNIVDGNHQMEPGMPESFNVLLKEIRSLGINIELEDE
The depositor's hits bear a star; . = no result given; [ ] = remark or other dose.

Molecule	NADH coupling	Her2 expr inh	Hsp90 inh	M1 ag	Fluor 339 460	M1 antag	5HT1a ag	D1 allo mod	Ec RNAP inh
O=C(CN1CCN(c2ccccn2)CC1)Nc1cc(C(F)(F)F)ccc1Cl	4%	69	0	0.21	0.97	-0.3	-0.7	0.48	6
O=S(=O)(NCc1ccccn1)c1ccc(Br)s1	4%	80	-3	-0.059	1.1	-0.023	-0.5	-1.3	3
O=C(Nc1ccc(N2CCCC2)c(Cl)c1)c1ccco1	2%	114	-4	1.2	1	-0.45	0.8	-4*	4
C=C(C)Cn1c(C2CC(=O)N(Cc3ccccc3)C2)nc2ccccc21 (centres undefined)	4%	95	-3	-1.1	0.88	0.43	0.0	0.29	9
Cc1ccc(-c2nnn(CC(=O)NCC3COCCO3)n2)o1 (centres undefined)	5%	116	-1	0.46	1.1	-1.2	-1.2	-0.12	-9
CN(C(=O)c1cccc(C#N)c1)c1nnc(-c2ccncc2)s1	12%	107	-1	-0.55	2.4*	-0.021	-1.2	-0.009	-1
O=C1Nc2ccc(S(=O)(=O)N3CCOCC3)c3cccc1c23	2%[fluoresces]	76	-4	0.29	4*	-0.29	-0.9	2.5	1
CC1(C)CC(=O)C2=C(C1)N(Cc1cccnc1)C(=O)C2(NC(=O)C1CC1)C(F)(F)F (centres undefined)	6%	100	4	0.13	1.1	-0.05	5.9	.	-4
COc1ccc(CNC(=O)Nc2ccc(OC)cc2)cc1	2%	119	2	-0.67	1.1	0.11	-3.6	-0.12	1
COc1cccc(-c2nc(CS(=O)(=O)CC(=O)NCCCN3CCc4ccccc4C3)c(C)o2)c1	3%	127	-4	-2	1.1	-1.8*	1.7	-0.12	6
COc1ccc(NC(=O)c2ccc(Cl)c(S(=O)(=O)N3CCc4ccccc4C3)c2)cn1	6%	67	-1	0.24	1.1	-1.5*	-1.0	.	10
CCOC(=O)CC(/C(C)=N\O)c1ccccc1 (centres undefined)	2%	105	4	2.4	1.1	0.33	-1.9	.	-3
O=C(Cn1c(=O)n(-c2cccc(Cl)c2)c(=O)n1CC(=O)N1CCCCC1)N1CCCCC1	6%	136	-3	1	1.1	0.28	-2.2	0.43	3
CCN(CC)C(=O)CP(=O)(c1ccccc1)c1ccccc1	5%	91	1	-0.59	1.1	0.54	-2.1	-0.28	6
O=C(OCC(=O)N1CCCCC1)c1cc2ccccc2cc1O	3%	103	0	-0.6	1.3	0.022	-1.9	.	.
CCC(C)N1CC(O)=C(c2nc3ccccc3[nH]2)C1=N (centres undefined)	8%	100	-2	0.58	0.97	0.67	-2.2	-0.6	0
O=C(Cn1cnc2c(cnn2-c2ccccc2)c1=O)OCc1ccccc1	4%	71	0	0.11	1.2	0.46	-1.5	0.12	.
COc1ccc(NC(=O)CSc2ncn(-c3ccccc3)n2)cc1Cl	4%	53	-4	0	1.1	-0.091	-2.8	0.61	7
O=C(O)Cn1c(-c2ccccc2)nc2ccccc21	8%	89	0	0.46	1	0.0044	-3.2	2.2	10
O=C(c1ccc(-c2ccccc2)cc1)N1CCN(C(=O)c2ccco2)CC1	1%	103	0	-0.01	1.1	-0.22	-0.5	-1.5	-6
CN(C(=O)c1ccncc1)c1nnc(-c2ccccn2)s1	15%	93	-2	-0.87	3.1*	-0.016	-0.1	0.4	-7
O=C(Nc1ccccc1)N1CCCC(c2nc(-c3cccs3)no2)C1 (centres undefined)	5%	91	-1	-0.11	1.1	-0.26	-2.3	0.59	2
COc1ccc(OC)c(S(=O)(=O)N2CCC(C(=O)NCCc3ccc(OC)c(OC)c3)CC2)c1	5%	77	-2	0.14	1.1	0.84	-1.6	-0.044	5
CCc1nnc(NC(=O)c2nc3nccc(C)n3n2)s1	2%	81	0	0.26	1.1	-0.46	-0.8	0.62	-7
Cc1ccc(-n2nc(-c3cccnc3)cc2C(=O)N2CCOCC2)c(C)c1	0%	79	-8	20*	1.1	-0.3	-1.9	-0.079	10
O=C(NC1CCCC1)C1C2C=CC3(CN(Cc4cccs4)C(=O)C13)O2 (centres undefined)	6%	90	0	-0.42	1.2	-1.2	1.2	-0.21	9
CC1(C)OC(=O)CC1C(=O)NCc1ccccc1 (centres undefined)	0%	109	-1	-0.037	1.1	0.18	-2.7	0.16	4
Cc1cc(C(=O)NCc2ccc3c(c2)OCO3)n(-c2ccccc2)n1	12%	98	0	-0.015	1.1	-0.66	-3.3	0.53	4
O=C1CCCN1CN(C(=O)c1ccccc1)c1ccc(F)cc1	1%	89	0	0.33	1.1	0.28	-2.6	.	5
O=C(O)CCCc1nc(-c2ccccc2)no1	4%	100	0	-0.032	1	-0.023	-3.6	-1.2	5
Cn1c(=O)n(-c2ccccc2)c(=O)c2c3c(sc21)COC(C)(C)C3	9%	97	-5	0.56	1.1	2.3	-1.2	0.19	9
O=C(CC1COc2ccccc2O1)Nc1ccccn1 (centres undefined)	2%	92	-1	-0.23	1.1	-0.019	-4.6	0.18	3
CCCCSc1nc2c(c(=O)[nH]c(=O)n2C)n1CCc1ccccc1	3%	100	-1	-0.0089	1	-0.035	2.0	.	2
Cc1cc(C)cc(OCC(=O)NC2=NCCS2)c1	2%	77	-1	-0.77	1	-0.001	-4.3	-0.036	-4
COc1ccc(N2CCN(C(c3ccccc3OC)c3nnnn3C3CCCC3)CC2)cc1 (centres undefined)	6%	94	-2	1.1	1.1	0.25	-5.2	-0.52	0
COc1ccc(OC)c(NS(=O)(=O)c2cc(OC)ccc2OC)c1	4%	61	11	-0.49	1.1	0.0021	-0.5	0.11	-7
COc1ccccc1N(CC(=O)NCc1cccnc1)S(C)(=O)=O	1%	106	0	0.064	1.1	0.6	-2.2	-0.53	5
O=c1c2c3c(sc2nc2sc(CN4CCOCC4)cn12)CCCC3	6%	82	-6	-3.3*	1.4	-0.29	-2.5	0.2	9
O=C1NC(c2cccs2)C(C(=O)c2ccccc2)C(O)(C(F)(F)F)N1 (centres undefined)	3%	105	-1	1.5	1.1	-0.13	-1.8	0.13	-4
Cc1c(-c2ccccc2)sc(N)c1C(=O)N1CCOCC1	4%	118	-5	0.79	1.2	0.28	-1.5	0.038	7
CCOC(=O)C1CCN(C(c2cc3c(C)ccc(C)c3[nH]c2=O)c2nnnn2C2CCCCC2)CC1 (centres undefined)	4%	105	-3	2.6*	1.3	0.096	-0.8	-1.4	-1
CCOC(=O)c1c(NC(=O)c2ccc(Br)o2)sc2c1CCCC2	2%[fluoresces]	93	-6	1.3	2.2*	0.69	-0.6	0.071	-6
O=C(C1CCN(c2nnnn2-c2ccccc2)CC1)N1CCN(c2ccccc2)CC1	3%	88	-1	-1	1	-0.15	-0.7	-1.2	8
Nc1nc(SCc2ccccc2)ns1	1%	133	-1	-1.2	1.1	-0.22	-0.9	1.7	4
CCCC(=O)Nc1ccc2c(c1)nc1n2CCSC1	1%	74	-4	-0.095	1.2	0.8	-1.9	-0.28	7
CCOC(=O)CSc1nc2cccnc2n1-c1ccc(F)cc1	5%	107	-2	0.2	1	0.027	-0.7	22*	7
O=C(Cn1cnc2c(nnn2-c2ccccc2)c1=O)NCCc1ccccc1	5%	84	1	0.72	1.1	0.14	-0.8	.	14
Cc1cc(C)n(CCO)c(=O)n1	3%	95	0	-0.39	1.1	0.24	-1.1	0.29	-7

Two successive entries out of the list so far, for reference:
Molecule	NADH coupling	Her2 expr inh	Hsp90 inh	M1 ag	Fluor 339 460	M1 antag	5HT1a ag	D1 allo mod	Ec RNAP inh
Nc1nc(SCc2ccccc2)ns1	1%	133	-1	-1.2	1.1	-0.22	-0.9	1.7	4
CCCC(=O)Nc1ccc2c(c1)nc1n2CCSC1	1%	74	-4	-0.095	1.2	0.8	-1.9	-0.28	7

Continuation:
Molecule	NADH coupling	Her2 expr inh	Hsp90 inh	M1 ag	Fluor 339 460	M1 antag	5HT1a ag	D1 allo mod	Ec RNAP inh
O=C(CN1C(=O)c2ccccc2S1(=O)=O)NC1CC2CCC1C2 (centres undefined)	1%	83	0	-0.28	1.1	-0.47	1.0	1.4	-2
C=CCOc1ccccc1CN1CCSCC1	9%	104	2	0.13	1.1	-0.00089	-1.3	-0.84	.
C=CCN1C(=O)NC2(CCCCC2)C1=O	1%	85	0	0.13	1.1	1.5	4.5	0.14	.
Clc1ccc(Cl)c2sc(N3CCCC3)nc12	6%	70	0	-0.34	1.1	-0.26	-1.5	0.12	7
CCOC(=O)C1=C(N)N(c2ccc(N3CCCCC3)cc2)C(=O)C1	9%	131	1	0.62	0.95	0.61	-5.7	-0.048	5
COc1cccc(N2CCN(CC(=O)Nc3nnc(-c4ccccc4)s3)CC2)c1	3%	89	-12	-0.31	1.1	-0.42	-2.5	0.79	9
CC1CC(C)(C)NCc2ccccc21 (centres undefined)	5%	74	-3	0.043	1	0.032	-3.9	0.35	3
Cc1nn(CC(=O)Nc2ccccc2)c(=O)c2ccccc12	3%	65	-6	0.0008	1.1	-0.36	-1.3	-0.014	4
CCOC(=O)CNC(=O)CSc1nc2sc(C)c(C)c2c(=O)n1C	2%	70	.	-0.44	1.1	0.085	1.9	0.59	10
Cn1c(=O)[nH]c(=O)c2c1nc(N1CCNCC1)n2Cc1cccc2ccccc12	3%	93	-1	0.015	1.1	0.029	-3.0	-0.48	0
CCOc1cc(N2CCOCC2)c(OCC)cc1NC1=NCCCCC1	3%	100	61*	0.032	1.1	-0.54	-1.2	-1.2	6
Cn1c(=O)c2cc(S(=O)(=O)NCCC(=O)N3CC=C(c4ccccc4)CC3)ccc2n(C)c1=O	5%	119	2	-1.3	1.1	-0.46	-0.3	0.49	3
Cc1occc1C(=O)NCCCc1ccccc1	0%	84	-3	0.28	1.1	1	-1.6	.	2
O=C(c1cnccn1)N(c1ccccc1)C1(C(=O)NC2CCCC2)CCCCC1	2%	61	-1	0.23	1	0.018	-0.8	-0.52	10
CCOCCc1nnc(NC(=O)Cc2ccccc2)s1	1%	82	-9	0.11	1.1	0.14	-0.4	0.74	7
CCCCOc1ccc(C(=O)OC2CC(C)N(C)CC2C)cc1 (centres undefined)	1%	106	-3	-0.025	1.1	-13*	-1.6	.	5
C1=CN2CCC1C(c1ccccc1)C2 (centres undefined)	4%	151	-1	44*	1.1	-8*	-2.2	-0.31	3
COc1ccccc1NC(=O)CSc1nnc(Cc2cccn2C)n1-c1ccc(F)cc1	1%	104	-2	-0.2	1.1	0.23	-4.1	-0.8	9
Cc1ccc(CCP(=O)(O)CN2CCOCC2)cn1	2%	91	-3	-0.052	1	0.44	2.0	-0.55	5
CCOC(=O)C1CCCN(C(=O)c2ccc(CS(=O)(=O)c3ccc(Br)cc3)o2)C1 (centres undefined)	2%	78	1	-2.1*	1	0.4	0.3	-0.42	8

Another view of 2 compounds above.
Every second line gives: NADH coupling | Her2 expr inh | Hsp90 inh | M1 ag | Fluor 339 460 | M1 antag | 5HT1a ag | D1 allo mod | Ec RNAP inh
> O=C(Nc1ccc(N2CCCC2)c(Cl)c1)c1ccco1
 : 2% | 114 | -4 | 1.2 | 1 | -0.45 | 0.8 | -4* | 4
> O=S(=O)(NCc1ccccn1)c1ccc(Br)s1
 : 4% | 80 | -3 | -0.059 | 1.1 | -0.023 | -0.5 | -1.3 | 3

High-throughput results deposited in PubChem BioAssay by several laboratories.

Compounds as they come; about 16% have a hit in one of these screens.
